GASC-1 inh = blocks human GASC-1 demethylase activity | inhibition, % at 2.35 µM | 330,000 tested, 0.069% active | Q9H3R0 | GST-JMJD2C(1-420) H3K9me3 demethylation, DELFIA europium | AID 2099;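 active = more than half of a compound's replicate wells show inhibition beyond 50%, single wells judged on their own value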;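 also: signal counts dimethyl H3K9 product captured on neutravidin plate; 0% = median of DMSO wells and 100% = 0.3 times that DMSO median; strong numbers were not always called active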
PREPL inhibitor = inhibitors of human prolyl oligopeptidase-like enzyme PREPL; Q4J6C6; 320,000 tested, 0.68% active; recombinant PREPL, fluorescence polarization activity-based probe; inhibition, % at 5.96 µM; AID 2751; in the data active = inhibition above about 43%;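 also: 0% = enzyme with DMSO and 100% = wells lacking enzyme; many of its hits are not listed in these tables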
Target sequence (Q4J6C6 whole entry, looked up): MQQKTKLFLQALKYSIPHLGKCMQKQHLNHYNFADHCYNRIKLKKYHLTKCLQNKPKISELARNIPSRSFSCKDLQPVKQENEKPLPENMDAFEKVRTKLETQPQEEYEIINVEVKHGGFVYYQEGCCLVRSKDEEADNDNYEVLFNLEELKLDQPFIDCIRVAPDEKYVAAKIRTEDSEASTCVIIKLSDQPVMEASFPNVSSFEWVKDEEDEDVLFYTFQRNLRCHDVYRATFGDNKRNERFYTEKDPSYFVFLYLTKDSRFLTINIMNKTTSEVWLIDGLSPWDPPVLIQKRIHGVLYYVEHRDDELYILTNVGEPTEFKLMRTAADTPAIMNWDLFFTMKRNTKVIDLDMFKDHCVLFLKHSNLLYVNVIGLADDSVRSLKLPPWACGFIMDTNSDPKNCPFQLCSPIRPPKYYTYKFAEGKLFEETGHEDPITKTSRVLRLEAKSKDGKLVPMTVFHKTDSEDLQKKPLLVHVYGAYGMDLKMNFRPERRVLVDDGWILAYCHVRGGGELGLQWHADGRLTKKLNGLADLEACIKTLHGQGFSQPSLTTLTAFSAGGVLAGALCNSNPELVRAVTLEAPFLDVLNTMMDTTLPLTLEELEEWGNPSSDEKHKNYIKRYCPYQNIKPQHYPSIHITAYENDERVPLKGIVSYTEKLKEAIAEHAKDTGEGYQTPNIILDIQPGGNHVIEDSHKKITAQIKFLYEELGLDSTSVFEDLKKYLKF
Efflux pump inh = inhibitors of Candida antifungal efflux pumps expressed in yeast. S. cerevisiae Candida pump triplex, Nile Red efflux. AID 485275. 330,000 tested, 0.44% active. inhibition, % at 10 µM;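 active = plate passing quality check with inhibition over a set limit, or well fluorescence over plate mean plus 4 SD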;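 also: Nile Red retained in pooled yeast measured as flow cytometry median fluorescence; 0% = buffer negative control and 100% = Enniatin B positive control; higher means more Nile Red kept so more efflux inhibition; some compounds called inactive have numbers as strong as hits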
Numbers without * were called inactive. Some of the compounds tested; rates above refer to the full screens.

`O=C(C[C@@H]1C/C=C\C[C@H](Cc2ccc(F)cc2)C(=O)OC[C@@H](c2ccccc2)NC1=O)NCCO` gave GASC-1 inh -4, PREPL inhibitor 35 and Efflux pump inh 0.1.
`Cc1ccc(S(=O)(=O)N2CCOCC2)cc1C(=O)OCC(=O)c1c(N)n(C)c(=O)n(C)c1=O` gave GASC-1 inh 5, PREPL inhibitor 16 and Efflux pump inh 0.0.
Screening CC(C)NC(=O)N(C)C[C@@H]1Oc2c(NC(=O)Nc3ccccc3)cccc2C(=O)N([C@H](C)CO)C[C@H]1C returned GASC-1 inh -1, PREPL inhibitor 11 and Efflux pump inh -0.3.
`O=C(COC(=O)c1cc(Cl)ccc1O)Nc1ccccc1C(=O)NC1CC1` gave GASC-1 inh 1, PREPL inhibitor -3 and Efflux pump inh -0.3.
Screening CC(=O)Nc1ccc(NC(=O)COC(=O)c2ccc(S(=O)(=O)NCc3ccco3)cc2)cc1 returned GASC-1 inh 7, PREPL inhibitor 3 and Efflux pump inh 0.1.
NS(=O)(=O)c1cccc(C(=O)OCC(=O)NC2CCCc3ccccc32)c1 (stereo not given) was read as GASC-1 inh 8, PREPL inhibitor 28 and Efflux pump inh 0.1.
Screening O=C(COC(=O)CCC(=O)c1ccc(F)cc1)NCc1ccccc1Cl returned GASC-1 inh 7, PREPL inhibitor -19 and Efflux pump inh 0.3.
COc1ccc(S(=O)(=O)N2CCOCC2)cc1NC(=O)C1CC1 was read as GASC-1 inh -1, PREPL inhibitor 6 and Efflux pump inh 0.0.
`C[C@H](CO)N1C[C@H](C)[C@@H](CN(C)C(=O)Nc2ccccc2)Oc2c(NC(=O)C3CCCCC3)cccc2C1=O` gave GASC-1 inh 16, PREPL inhibitor 4 and Efflux pump inh -0.1.
For O=C(CC1C[C@H](C(=O)N2CCOCC2)[C@@]2(CCC3CCCC3)c3[nH]c4ccccc4c3CCN2C1=O)NCC12CC3CC(CC(C3)C1)C2 (stereo not given in full) the results were GASC-1 inh -15, PREPL inhibitor 6 and Efflux pump inh 1.2*.

Overlap with the part before: three compounds, then new ones.
COc1ccc(S(=O)(=O)N2CCOCC2)cc1NC(=O)C1CC1 was read as GASC-1 inh -1, PREPL inhibitor 6 and Efflux pump inh 0.0.
`C[C@H](CO)N1C[C@H](C)[C@@H](CN(C)C(=O)Nc2ccccc2)Oc2c(NC(=O)C3CCCCC3)cccc2C1=O` gave GASC-1 inh 16, PREPL inhibitor 4 and Efflux pump inh -0.1.
For O=C(CC1C[C@H](C(=O)N2CCOCC2)[C@@]2(CCC3CCCC3)c3[nH]c4ccccc4c3CCN2C1=O)NCC12CC3CC(CC(C3)C1)C2 (stereo not given in full) the results were GASC-1 inh -15, PREPL inhibitor 6 and Efflux pump inh 1.2*.
For COc1ccc(C(=O)NNC(=O)c2cccc(S(=O)(=O)N3CCOCC3)c2)cc1 the results were GASC-1 inh 9, PREPL inhibitor 4 and Efflux pump inh 0.1.
For COc1ccccc1NC(=O)COC(=O)C1CC2CCCC(C1)C2=O (stereo not given) the results were GASC-1 inh 3, PREPL inhibitor 10 and Efflux pump inh 0.0.
C[C@@H]1O[C@@H](OCCC(=O)O)[C@H](O)C[C@H]1O was read as GASC-1 inh -15, PREPL inhibitor 22 and Efflux pump inh -0.2.
Screening COc1ccc(C(=O)OCC(=O)c2ccc3c(c2)NC(=O)CO3)cc1[N+](=O)[O-] returned GASC-1 inh -3, PREPL inhibitor -11 and Efflux pump inh 0.0.
For CCc1nc2ccc(C(=O)N(C)CC(=O)Nc3ccccc3C(F)(F)F)cc2nc1CC the results were GASC-1 inh 9, PREPL inhibitor 3 and Efflux pump inh 0.0.
Screening Cc1nc(NC(=O)COC(=O)CCc2ccccc2)c(Cl)cc1Cl returned GASC-1 inh -4, PREPL inhibitor 15 and Efflux pump inh 0.1.
For O=C(C[C@H]1C/C=C\C[C@H](NC(=O)OCC2c3ccccc3-c3ccccc32)C(=O)OC[C@H]2CCCN2C1=O)NCCO the results were GASC-1 inh 1, PREPL inhibitor 4 and Efflux pump inh 0.5.
`COc1ccc(OC)c(NC(=O)COC(=O)CCc2ccc(S(=O)(=O)N3CCOCC3)cc2)c1` gave GASC-1 inh 5, PREPL inhibitor 2 and Efflux pump inh -0.3.
CN(CC(=O)Nc1ccc(F)c(F)c1F)C(=O)c1nn(Cc2ccccc2)c(=O)c2ccccc12 was read as GASC-1 inh -2, PREPL inhibitor -9 and Efflux pump inh -0.1.
For CCCCN1C(=N)N([C@@H](CCC)CN2CCC[C@H]2CN2C(N)=NC[C@@H]2Cc2ccccc2)C[C@H]1[C@H](C)CC the results were GASC-1 inh 8, PREPL inhibitor 45* and Efflux pump inh 0.0.
For COc1ccc(CCNC(=O)COC(=O)c2ccc(S(=O)(=O)N3CCCC3)cc2)cc1OC the results were GASC-1 inh 0, PREPL inhibitor -1 and Efflux pump inh 0.3.
Cc1ccc2cccc(OCC(=O)NCCC3=CCCCC3)c2n1 was read as GASC-1 inh -4, PREPL inhibitor 26 and Efflux pump inh 0.1.
`O=C(C[C@@H]1C/C=C\C[C@H](NC(=O)OCC2c3ccccc3-c3ccccc32)C(=O)OC[C@H]2CCCN2C1=O)N[C@H](CO)Cc1ccccc1` gave GASC-1 inh 0, PREPL inhibitor 19 and Efflux pump inh 0.8.
COc1ccc(CNC(=O)COC(=O)[C@@H]2CCCN2C(=O)c2cccs2)cc1 was read as GASC-1 inh -7, PREPL inhibitor -3 and Efflux pump inh 0.1.
`CCOc1ccccc1OCC(=O)Nc1cc(C)on1` gave GASC-1 inh -2, PREPL inhibitor 7 and Efflux pump inh -0.2.
For COc1ccccc1-c1sc2ccccc2c1C#Cc1ccc(N(C)C)cc1 the results were GASC-1 inh 14, PREPL inhibitor 0 and Efflux pump inh 0.4.
`COc1ccc(C(C)=O)cc1COC(=O)[C@H](Cc1ccccc1)NC(=O)c1ccco1` gave GASC-1 inh -5, PREPL inhibitor -9 and Efflux pump inh 0.3.
`Cn1c(-c2ncc(F)cc2F)cc2onc(-c3c(F)cccc3Cl)c2c1=O` gave GASC-1 inh 2, PREPL inhibitor 8 and Efflux pump inh -0.1.
Screening Cc1noc(C)c1NC(=O)N(C)C[C@H]1Oc2ccc(NC(=O)C3CC3)cc2C(=O)N([C@H](C)CO)C[C@@H]1C returned GASC-1 inh -3, PREPL inhibitor 13 and Efflux pump inh -0.3.
Screening O=C(COc1ccc([N+](=O)[O-])cc1Cl)NCCN1C(=O)CSC1=O returned GASC-1 inh 3, PREPL inhibitor 14 and Efflux pump inh 0.5.
Screening CC(C)C(NC(=O)c1ccc(F)cc1)C(=O)N1CCN(c2ccccn2)CC1 (stereo not given) returned GASC-1 inh -14, PREPL inhibitor -8 and Efflux pump inh -0.2.
CCOC(=O)N1CCN(C(=O)c2ccc(S(=O)(=O)Nc3ccccc3)cc2)CC1 was read as GASC-1 inh 9, PREPL inhibitor 4 and Efflux pump inh 0.2.
Screening CN(C)CCCNC(=O)CC1C[C@H](C(=O)N2CCOCC2)[C@@]2(CCC3CCCC3)c3[nH]c4ccccc4c3CCN2C1=O (stereo not given in full) returned GASC-1 inh 12, PREPL inhibitor 6 and Efflux pump inh 0.2.
`O=[N+]([O-])c1cccc(S(=O)(=O)/N=C(/Nc2ccccc2)c2ccccc2)c1` gave GASC-1 inh 2, PREPL inhibitor 0 and Efflux pump inh 0.0.
`CC(C)Cn1c(SCC(=O)Nc2ccc(Cl)cc2F)nc(O)cc1=O` gave GASC-1 inh -12, PREPL inhibitor 5 and Efflux pump inh -0.3.
Screening C[C@H](CO)N1C[C@H](C)[C@@H](CN(C)S(=O)(=O)c2cccs2)Oc2c(NS(=O)(=O)c3ccccc3)cccc2C1=O returned GASC-1 inh -3, PREPL inhibitor 18 and Efflux pump inh -0.5.
For CC1CCCC(NC(=O)COc2ncnc3ccccc23)C1C (stereo not given) the results were GASC-1 inh -9, PREPL inhibitor 6 and Efflux pump inh -0.2.
Screening CC(C)[C@H](NC(=O)c1ccccc1)C(=O)OCC(=O)NCC1CCCO1 (stereo not given in full) returned GASC-1 inh 3, PREPL inhibitor 6 and Efflux pump inh 0.2.
Screening CN1CCN(C(=O)CNC(=O)c2cccs2)CC1 returned GASC-1 inh -3, PREPL inhibitor -1 and Efflux pump inh 0.1.
Cc1cccc(C(=O)NCC(=O)OCC(=O)c2ccc(C)s2)c1 was read as GASC-1 inh -1, PREPL inhibitor 0 and Efflux pump inh -0.1.
`COc1cc(/C=C/C(=O)O)cc(S(=O)(=O)Nc2ccccc2C(=O)NCc2ccco2)c1OC` gave GASC-1 inh 0, PREPL inhibitor 19 and Efflux pump inh -0.1.
O=C(NNC(=O)c1cccs1)c1ccc(Cl)c(S(=O)(=O)N2CCCC2)c1 was read as GASC-1 inh 2, PREPL inhibitor 11 and Efflux pump inh 0.1.
Cc1ccc(NC(=O)CN2C(=O)NC(C)(CC(C)C)C2=O)c(Br)c1 (stereo not given) was read as GASC-1 inh 0, PREPL inhibitor 6 and Efflux pump inh -0.1.
`Cc1nnc(SCC(=O)Nc2ccc(OC(F)F)c(Cl)c2)n(N)c1=O` gave GASC-1 inh -7, PREPL inhibitor 9 and Efflux pump inh 0.2.
`COc1cc(C(=O)NCC(c2cccs2)N2CCOCC2)cc(Br)c1OCc1ccccc1` (stereo not given) gave GASC-1 inh 2, PREPL inhibitor 1 and Efflux pump inh -0.1.
Screening COc1cccc(CN(C)C(=O)c2cc(S(=O)(=O)N3CCCC3)ccc2C)c1OC returned GASC-1 inh 0, PREPL inhibitor 6 and Efflux pump inh -0.3.
Screening Cc1noc(C)c1NC(=O)N(C)C[C@H]1Oc2ccc(NC(=O)Nc3ccc4c(c3)OCO4)cc2C(=O)N([C@H](C)CO)C[C@@H]1C returned GASC-1 inh -20, PREPL inhibitor 11 and Efflux pump inh -0.2.
Cc1noc(C)c1NC(=O)Nc1ccc2c(c1)C(=O)N([C@@H](C)CO)C[C@@H](C)[C@@H](CN(C)Cc1ccc3c(c1)OCO3)O2 was read as GASC-1 inh 3, PREPL inhibitor 15 and Efflux pump inh 0.3.
`C[C@@H]1COC(=O)[C@H](Cc2ccc(F)cc2)C/C=C\C[C@@H](CC(=O)NCCO)C(=O)N1` gave GASC-1 inh 14, PREPL inhibitor 18 and Efflux pump inh -0.1.
For CC1CCC2(CC1)NC(=O)N(CC(=O)Nc1cccc(S(=O)(=O)N3CCCCC3)c1)C2=O (stereo not given) the results were GASC-1 inh -2, PREPL inhibitor 0 and Efflux pump inh 0.1.
Cc1cc(NC(=O)CSc2ncc(C(=O)O)n2-c2ccc(F)cc2)no1 was read as GASC-1 inh 0, PREPL inhibitor 9 and Efflux pump inh 0.0.
For CC(NC(=O)COC(=O)C12CC3CC(CC(Br)(C3)C1)C2)c1ccccc1 (stereo not given) the results were GASC-1 inh -4, PREPL inhibitor 6 and Efflux pump inh 0.4.
For COc1ccccc1C(=O)COC(=O)Cc1ccccc1F the results were GASC-1 inh -2, PREPL inhibitor -2 and Efflux pump inh 0.2.
`CC1CCCN(CC(=O)NNC(=O)COc2ccc(Br)cc2)C1` (stereo not given) gave GASC-1 inh 0, PREPL inhibitor 22 and Efflux pump inh -0.2.
Cc1noc(C)c1NC(=O)Nc1ccc2c(c1)C(=O)N([C@H](C)CO)C[C@H](C)[C@@H](CN(C)S(=O)(=O)c1c(C)noc1C)O2 was read as GASC-1 inh 22, PREPL inhibitor 11 and Efflux pump inh 0.2.
CCN(C(=O)COC(=O)c1cc2c(s1)CCCC2)c1c(N)n(Cc2ccccc2)c(=O)[nH]c1=O was read as GASC-1 inh 3, PREPL inhibitor 21 and Efflux pump inh -0.1.
Screening O=C(COC(=O)c1ccc([N+](=O)[O-])o1)Nc1ccc2c(c1)OCO2 returned GASC-1 inh 5, PREPL inhibitor 33 and Efflux pump inh 0.0.
COc1ccc(S(=O)(=O)N2CCOCC2)cc1NC(=O)CN1C(=O)CN(C)C1=O was read as GASC-1 inh 8, PREPL inhibitor 24 and Efflux pump inh 0.4.
Screening CC(=O)N/C(=C\c1ccccc1)C(=O)OCC(=O)N(C)C1CCS(=O)(=O)C1 (stereo not given) returned GASC-1 inh 3, PREPL inhibitor -4 and Efflux pump inh -0.2.
`N#Cc1ccc(C(=O)Nc2cccc(S(=O)(=O)NC3=NCCC3)c2)cc1` gave GASC-1 inh -7, PREPL inhibitor 15 and Efflux pump inh -0.4.
Screening CCC(C)c1ccc(NC(=O)COC(=O)C2CCCC2)cc1 (stereo not given) returned GASC-1 inh -3, PREPL inhibitor 2 and Efflux pump inh 0.3.
`CN(CCO)c1ccc(C=NNc2ccc([N+](=O)[O-])cc2S(=O)(=O)Nc2ccccc2C(=O)O)cc1` gave GASC-1 inh 14, PREPL inhibitor 11 and Efflux pump inh 0.3.

An excerpt from above in order of heavy-atom count, ascending:
Screening CCC(C)c1ccc(NC(=O)COC(=O)C2CCCC2)cc1 (stereo not given) returned GASC-1 inh -3, PREPL inhibitor 2 and Efflux pump inh 0.3.
`CC1CCCN(CC(=O)NNC(=O)COc2ccc(Br)cc2)C1` (stereo not given) gave GASC-1 inh 0, PREPL inhibitor 22 and Efflux pump inh -0.2.
Screening O=C(COC(=O)c1ccc([N+](=O)[O-])o1)Nc1ccc2c(c1)OCO2 returned GASC-1 inh 5, PREPL inhibitor 33 and Efflux pump inh 0.0.
Cc1cc(NC(=O)CSc2ncc(C(=O)O)n2-c2ccc(F)cc2)no1 was read as GASC-1 inh 0, PREPL inhibitor 9 and Efflux pump inh 0.0.
Cc1noc(C)c1NC(=O)Nc1ccc2c(c1)C(=O)N([C@H](C)CO)C[C@H](C)[C@@H](CN(C)S(=O)(=O)c1c(C)noc1C)O2 was read as GASC-1 inh 22, PREPL inhibitor 11 and Efflux pump inh 0.2.
